Assay outcomes as filed in PubChem.
NS3 helicase inh: inhibitors of HCV NS3 helicase, primary screen, biochemical, Cy5 molecular beacon fluorescence | 290,000 compounds, 0.56% hits | Hepatitis C virus NS3 helicase | NS3 helicase DNA unwinding | inhibition, % at 10.9 µM | AID 1800, 2009;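 active = inhibition above the mean of all tested compounds plus 3 SD, set per campaign, cut at about 35% in these data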;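 also: 0% = DMSO wells and 100% = thioflavine S control wells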
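Measured by: Cy5 fluorescence, 0 and 60 min reads / Assay system: NS3 helicase fragment of HCV / Control set: low DMSO, high thioflavine S at 110 µM / Times: 1 h reaction at 25 °C, ATP-initiated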
IDE inh: human IDE inhibitors in live cells, primary screen, fluorescence polarization, HEK cells, FAbetaB substrate. FAbetaB cleavage. AID 434962, 2010. 320,000 compounds, 0.41% hits. inhibition, % at 5.59 µM;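 active = percent inhibition above the average of all tested compounds plus 3 SD, set per screening campaign, cut at about 16% in these data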;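 also: IDE supplied by intact live HEK cells; FP after avidin binding of uncleaved biotin substrate so inhibition keeps polarization high; 0% = DMSO wells and 100% = 60 µM reference IDE inhibitor Ii1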
Target sequence (P14735 whole entry, looked up): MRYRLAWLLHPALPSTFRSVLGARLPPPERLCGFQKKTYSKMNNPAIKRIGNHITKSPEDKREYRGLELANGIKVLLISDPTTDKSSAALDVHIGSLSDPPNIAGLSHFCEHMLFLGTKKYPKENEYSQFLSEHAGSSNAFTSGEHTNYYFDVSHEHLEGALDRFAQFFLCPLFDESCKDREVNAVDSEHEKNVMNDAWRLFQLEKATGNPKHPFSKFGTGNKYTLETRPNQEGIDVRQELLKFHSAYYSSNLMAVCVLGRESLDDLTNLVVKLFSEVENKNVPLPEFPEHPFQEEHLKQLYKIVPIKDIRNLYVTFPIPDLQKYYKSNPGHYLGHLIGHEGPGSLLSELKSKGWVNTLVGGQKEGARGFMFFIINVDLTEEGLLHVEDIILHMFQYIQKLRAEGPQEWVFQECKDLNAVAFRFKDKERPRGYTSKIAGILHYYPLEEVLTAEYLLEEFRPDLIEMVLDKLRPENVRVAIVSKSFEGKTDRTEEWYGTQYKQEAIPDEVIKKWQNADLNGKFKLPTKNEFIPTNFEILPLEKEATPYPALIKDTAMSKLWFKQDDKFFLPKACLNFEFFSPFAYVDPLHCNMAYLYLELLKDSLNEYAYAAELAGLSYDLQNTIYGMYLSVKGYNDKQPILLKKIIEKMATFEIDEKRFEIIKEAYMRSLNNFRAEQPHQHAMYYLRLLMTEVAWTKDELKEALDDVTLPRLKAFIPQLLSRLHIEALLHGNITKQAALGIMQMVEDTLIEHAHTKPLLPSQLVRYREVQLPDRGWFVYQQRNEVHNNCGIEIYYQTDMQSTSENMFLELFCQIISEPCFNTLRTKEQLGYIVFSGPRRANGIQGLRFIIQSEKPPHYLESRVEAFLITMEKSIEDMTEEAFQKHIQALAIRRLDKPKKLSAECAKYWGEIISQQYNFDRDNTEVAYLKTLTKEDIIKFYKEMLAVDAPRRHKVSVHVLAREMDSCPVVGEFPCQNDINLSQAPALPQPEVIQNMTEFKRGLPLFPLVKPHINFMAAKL
SUMO HTRF inh: inhibitors of in vitro SUMOylation cascade, primary screen, biochemical, HTRF, uHTS. HTRF SUMOylation assay, SAE1/SAE2 + UBC9. 290,000 compounds, 0.36% hits. inhibition, % at 35 µM. SUMO-conjugating enzyme UBC9 (Homo sapiens), P63279; in the data active = inhibition above about 50%, passing the limit was not always enough; also: strong numbers were not always called active
VIM-2 inh: VIM-2 metallo-beta-lactamase inhibitors, primary screen, biochemical, epi-absorbance readout, Pseudomonas aeruginosa enzyme. purified VIM-2, nitrocefin hydrolysis, epi-absorbance fluorescence. 290,000 compounds, 0.89% hits. inhibition, % at 5.6 µM;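 active = inhibition above the mean of all tested compounds plus 3 SD, cutoff set per screening run, cut at about 7.5% in these data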;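 also: red hydrolysis product quenches plate fluorescence so inhibitors raise well fluorescence; 0% = enzyme with DMSO and 100% = DMSO without enzyme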
PfM18AAP inh: PfM18AAP inhibitors, malaria aminopeptidase, primary screen, biochemical, QFRET, recombinant enzyme | 290,000 compounds, 1.2% hits | AID 1822, 2009 | M18 aspartyl aminopeptidase (Plasmodium falciparum 3D7) | inhibition, % at 7.35 µM | H-Glu-NHMec fluorogenic cleavage;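 active = inhibition above the campaign mean inhibition over all tested compounds plus 3 SD, cut at about 28% in these data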;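 also: 0% = plate median of test compound wells and 100% = 2 mM ZnCl2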
DNA FID counter: compounds displacing fluorescent DNA intercalator, primary screen, artefact control for HCV NS3 helicase inhibitor project, biochemical, FID fluorescence; DNA fluorescent intercalator displacement; inhibition, % at 7.9 µM; 290,000 compounds, 0.17% hits; AID 1845, 2009; in the data active = inhibition above about 37%;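 also: 0% = vehicle and 100% = reference compound; higher means more ethidium bromide displaced from hairpin DNA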
IDE cell activ: human IDE activators in live cells, primary screen, fluorescence polarization, HEK cells, FAbeta-B substrate; FAbeta-B cleavage; 0% vehicle, 100% cell-free pure enzyme wells; AID 493087, 2011; Insulin-degrading enzyme (Homo sapiens), P14735; 340,000 compounds, 0.073% hits; activation, % at 5.96 µM;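 active = activation above the mean of all tested compounds plus 3 SD, set per screening campaign, cut at about 17% in these data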
pCIP destab: p/CIP-EGFP fusion destabilizers, primary screen, fluorescence, F442A cells. 16 h. decrease of EGFP signal, % at 10 µM. 290,000 compounds, 0.01% hits;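 active = EGFP signal decrease of at least 30% at 10 µM or well 3 SD below plate mean, unless failing retest; inactive = the rest, including hits failing retest or dose response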; also: some compounds called inactive have numbers as strong as hits; many of its hits are not listed in these tables
IMP-1 inhibitor: IMP-1 metallo-beta-lactamase inhibitors, primary screen, biochemical, epi-absorbance readout, Pseudomonas aeruginosa enzyme; inhibition, % at 5.6 µM; purified IMP-1, nitrocefin hydrolysis, epi-absorbance fluorescence; 290,000 compounds, 0.45% hits; metallo-beta-lactamase IMP-1 (Pseudomonas aeruginosa);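 active = inhibition above the mean plus 3 SD of all compounds in the same screening run, cut at about 4.5% in these data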;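 also: 0% = IMP-1 with DMSO and 100% = DMSO wells lacking enzyme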
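System: Purified IMP-1 | Read-out basis: Percent enzyme inhibition | Controls: IMP-1 with DMSO as 0%, enzyme-free DMSO as 100% | Replicates: One well per compound | Doses: 5.6 µM nominal single concentration | Detection: Epi-absorbance fluorescence, 480 nm excitation, 530 nm emission | Incubation: 25 °C, 15 min preincubation, 25 min reaction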
* = called active by the depositor; · = not tested or not shown.

#	canonical_smiles	DNA FID counter	IDE inh	PfM18AAP inh	IMP-1 inhibitor	NS3 helicase inh	IDE cell activ	pCIP destab	SUMO HTRF inh	VIM-2 inh
1	CC(C)COC(=O)CCn1[nH]c(=O)c2ccccc2c1=O	1	4	5	1.0	-1	1	-2	12	-0.4
2	O=C(CCc1ccccc1)NNC(=O)c1cc(Cl)ccc1O	-6	3	16	-0.8	18	-2	8	-1	-5.0
3	COc1ccc(Cl)cc1NC(=O)C/C(C)=N/NC(=O)CCc1ccccc1	-25	5	-2	-2.0	-12	1	-4	0	-3.6
4	CC1(C)CC(=O)C=C(Nc2cccc(O)c2)C1	-1	-2	6	-3.5	0	-2	-1	-1	-4.0
5	COc1ccc(C(=O)NNC(=O)C2=NN(c3ccccc3)C(=O)CC2)cc1	-8	4	-1	-7.9	-5	2	7	-13	-1.8
6	C[C@@H]1O[C@@H](O[C@H]2[C@H](Oc3cc(O)c4c(c3)O[C@H](c3ccc(O)cc3)CC4=O)O[C@H](CO)[C@@H](O)[C@@H]2O)[C@H](O)[C@H](O)[C@H]1O	7	2	3	-2.3	8	9	-2	9	-2.3
7	CCCN1CC(=O)N2Cc3[nH]c4ccccc4c3C[C@H]2C1=O	-12	-2	-2	-2.6	0	3	1	8	-0.7
8	O=C(CCS(=O)(=O)c1cc(Br)cc2c1N(C(=O)C1CC1)CC2)N1CCN(c2ccccn2)CC1	-21	1	-12	0.9	-2	-3	3	-4	0.4
9	CCc1nnc(NS(=O)(=O)c2ccc(NC(=S)NC(=O)/C=C/c3ccc(F)cc3)cc2)s1	-22	6	-3	-0.1	33	4	-2	4	-2.3
10	Cc1nc2sccn2c(=O)c1S(=O)(=O)NC(C)c1ccccc1 (stereo unspecified)	-2	3	-6	-0.8	-12	7	0	16	-2.9
11	O=C1C(Cc2ccccc2)SC(=Nc2ccccc2)N1c1ccccc1 (stereo unspecified)	-4	4	0	-1.4	-3	-2	-7	-13	0.4
12	Cn1ccs/c1=N\C(=O)Nc1ccccc1	2	-1	2	-2.1	-11	1	-3	24	-3.0
13	CCOc1ccc(CCNC(=O)CN2C(=O)c3cccnc3Oc3ccc(C)cc32)cc1OCC	-47	5	7	-3.8	-3	-3	-1	-6	-2.9
14	COc1c(C(C)C)cc(NC(C)=O)cc1C(C)C	-2	5	-11	-0.6	1	4	2	-1	-2.2
15	Nn1cc(-c2ccccc2)nc1SCC(=O)NCCN1C(=O)CSC1=O	-2	-4	2	-2.4	0	2	0	28	-3.1
16	Cc1onc(-c2c(Cl)cccc2Cl)c1C(=O)N1C(C)CCCC1C (stereo unspecified)	-38	-1	-6	-2.0	28	5	-23	13	-1.4
17	COc1cccc(Nc2c(F)c(OC)c(F)c(F)c2C(=O)O)c1	1	0	3	-0.6	6	-2	0	-23	0.1
18	Cc1ccc(-c2[nH]ncc2C(=O)c2ccc(Br)cc2)c(O)c1	-12	4	13	-0.2	16	2	-2	-19	0.0
19	Cc1cccc(CNC(=O)CCn2ccc3cc(S(=O)(=O)N4CCCC4)ccc32)c1	-42	0	0	-1.5	-9	-4	-16	12	-2.1
20	O=C(Nc1ccc(F)cc1)c1cccnc1	0	-2	0	0.1	-7	3	-5	-3	-1.8
21	N#Cc1c(-c2ccccc2Cl)c2c([nH]c1=O)-c1ccccc1OC2	-14	0	-14	-1.5	-9	0	-6	37	-1.3
22	CN(C)Cc1ccccc1Cc1ccccc1	2	1	-1	-3.2	0	6	-8	9	-0.3
23	CCCOc1ccc(C2C(C(=O)c3ccc(C)o3)=C(O)C(=O)N2Cc2ccco2)cc1 (stereo unspecified)	-52	-3	6	-1.9	71*	1	2	-1	-3.0
24	CC(C)NC(=O)C1CCN(Cc2cnn(-c3ccccc3)c2-n2cccc2)CC1	1	1	-4	-1.7	7	6	-6	10	-1.2
25	CN(c1cccc(NS(=O)(=O)c2cccs2)c1)S(C)(=O)=O	0	9	0	-2.5	0	1	-5	1	-1.3
26	COc1ccc(NC(=O)COC(=O)/C=C/c2ccccc2[N+](=O)[O-])cc1OC	-7	2	3	1.1	-3	3	-3	-3	-1.0
27	COC(=O)c1cc(=O)nc2sc(-c3ccc(F)cc3)nn12	-1	-3	-20	-2.3	0	3	-12	-2	-2.3
28	NC(=O)CSc1ncnc2c1cnn2Cc1ccccc1	1	-6	0	-2.8	-1	2	-2	0	-2.2
29	CCOC(=O)c1cnc(-n2[nH]c(C)c(Cc3ccccc3)c2=O)[nH]c1=O	-26	-4	4	-0.4	-5	-1	-2	-94	2.2
30	O=C(O)CCc1nnc(SCC(=O)Nc2ccc(Cl)c(C(F)(F)F)c2)[nH]c1=O	3	4	3	-2.2	2	7	-4	-2	-1.0
31	Cc1c(C(=O)N2CCCC2)c(S(=O)(=O)Nc2cccc(Br)c2)c(C)n1C	-41	5	-5	-1.1	-1	-1	2	7	-4.0
32	COc1ccc(OC)c(/C=C/C(=O)NC2=NCCS2)c1	-4	-1	-5	-1.3	6	2	-3	22	-4.2
33	CCOC(=O)C(C)Oc1ccc(NC(=O)C(Cl)Cl)cc1 (stereo unspecified)	-3	1	1	-3.3	-3	3	-8	5	-2.9
34	N#Cc1c(Cl)nc(N/N=C/c2ccccc2)c(Cl)c1Cl	0	1	27	-4.0	7	-1	-13	25	-4.1
35	CCCC(=O)Nc1ccc2c(c1)nc1n2CCN(C2CCCCC2)C1	-4	-1	5	-4.5	8	6	-12	31	-5.8
36	COc1cc(C2NC(=O)NC(C)=C2C(=O)OCc2ccc(C)cc2)cc(OC)c1O (stereo unspecified)	-31	1	15	-4.8	-1	-5	-6	6	-2.1
37	CC(C)OC(=O)CC1C(=O)NCCN1C(=O)COc1ccc(C(C)(C)C)cc1 (stereo unspecified)	-40	5	-4	-4.1	-1	0	-2	2	-1.6
38	COC(=O)c1nn(-c2ccc(OC)cc2)c(=O)cc1Sc1ccc(C)cc1	-11	0	-4	-1.4	5	·	1	16	-2.6
39	Cc1[nH]c(=S)[nH]c(=O)c1Cc1ccccc1	0	0	31*	-3.8	5	0	5	14	-3.3
40	CC1(C)Cc2cccc(OCC(=O)NCc3ccccc3)c2O1	-36	1	-1	-0.1	2	2	-1	1	-0.8
41	CC12C=CC3(CN(Cc4ccccc4)C(=O)C3C1C(=O)NC1CC1)O2 (stereo unspecified)	0	2	4	-5.2	-4	-3	-10	-3	-1.4
42	COc1ccc(OC)c(NC(=O)CSc2nnc(Cc3cccn3C)n2CCc2ccccc2)c1	-41	-1	0	-3.1	6	5	-5	5	-3.1
43	CCOc1ncccc1C(=O)N1CCN(Cc2ccc3c(c2)OCO3)CC1	-8	2	7	-2.6	2	2	0	-1	-1.3
44	Cn1c(=O)[nH]c(=O)c2c1nc(SCC(=O)O)n2CCCc1ccccc1	-20	2	3	-1.2	12	6	-17	6	-3.0
45	O=C(Oc1ccc(C(=S)N2CCOCC2)cc1)c1ccccc1[N+](=O)[O-]	-8	-3	6	1.1	3	-2	15	7	1.2
46	CCC(C)NC(=O)CCn1c(-c2ccc(F)cc2)cc(C(C)=O)c1C (stereo unspecified)	-27	-3	-4	0.7	-4	5	0	-5	1.8
47	O=C(Nc1cccc(S(=O)(=O)N2CCOCC2)c1)c1ccc(N2CCOCC2)c([N+](=O)[O-])c1	3	-5	-2	-1.0	11	7	-4	15	-1.3
48	COCCN(C(=O)COC(=O)/C=C/c1ccc(C)o1)c1c(N)n(Cc2ccccc2)c(=O)[nH]c1=O	-33	8	-13	-4.0	23	1	-8	4	-0.8
49	CC(=O)N1N=C(c2cccc([N+](=O)[O-])c2)OC1(C)CC(=O)Nc1ccccc1 (stereo unspecified)	-8	0	-3	-4.2	9	2	4	-4	-3.1
50	COc1cc(CO)c(Br)cc1OCC(=O)Nc1ccccc1C	-13	-4	1	-1.9	7	4	5	-5	-3.0
51	O=C1Nc2c(Br)cc(Br)cc2C1(O)N1CCOCC1 (stereo unspecified)	2	0	-9	-1.0	-6	-1	-2	-14	1.7
52	N#CCCN(C(=O)COC(=O)c1ccc(S(=O)(=O)Nc2ccccc2)cc1)c1ccccc1	-32	5	-4	-0.7	-10	1	-8	-14	-0.5
53	CC1Cc2nc(SCC(=O)NCC3CCCO3)n(Cc3ccccc3)c(=O)c2S1 (stereo unspecified)	-20	0	2	1.4	4	-5	6	10	-1.1
54	Cc1ccc(-c2c[n+](CC(=O)Nc3ccc(C)cc3C)c3n2CCC3)cc1	14	0	-4	-2.1	-14	1	-6	26	-2.6
55	Cc1c(C(=O)Nc2ccc3c(c2)OCO3)sc2ncn(CC(=O)N3CC(C)CC(C)C3)c(=O)c12 (stereo unspecified)	-3	0	-15	-1.1	1	0	8	13	-1.2

An excerpt from above in order of their number in NS3 helicase inh, low to high.
No.	Structure	NS3 helicase inh
52	N#CCCN(C(=O)COC(=O)c1ccc(S(=O)(=O)Nc2ccccc2)cc1)c1ccccc1	-10
55	Cc1c(C(=O)Nc2ccc3c(c2)OCO3)sc2ncn(CC(=O)N3CC(C)CC(C)C3)c(=O)c12 (stereo unspecified)	1
49	CC(=O)N1N=C(c2cccc([N+](=O)[O-])c2)OC1(C)CC(=O)Nc1ccccc1 (stereo unspecified)	9
